# TDP2 inh – blocks human TDP2 phosphodiesterase activity; recombinant TDP2, T5PNP hydrolysis, p-nitrophenol absorbance 415 nm; inhibition, % at 12.8 µM; hit rate 0.34% among 370,000;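 active = inhibition above the mean of all tested compounds plus 3 SD, set per campaign, cut at about 25% in these data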;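 also: 0% = DMSO with enzyme and 100% = buffer with substrate but no TDP2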
#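 Test system: human TDP2 enzyme; Input: 120 nM TDP2 per well; Buffer or medium: Mg2+-containing Tris-HCl buffer, pH 7.5; Reagent: 5 mM T5PNP; Dosing: 12.8 µM single point, 1% DMSO; Incubation: reaction 2 h, 37 °C; Detection: p-Nitrophenol epi absorbance; Read-out: % inhibition relative to enzyme-containing and enzyme-free wells; Replicates: single well per compound.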
# UHRF1 binding – human UHRF1 methylated DNA binding inhibitors. UHRF1 binding to methylated oligo, TR-FRET. AID 687016. inhibition, % at 4.4 µM. hit rate 0.75% among 370,000; in the data active = inhibition above about 21%;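 also: UHRF1 SRA domain binding a hemimethylated CpG hairpin DNA probe; 0% = median of test compound wells and 100% = reference inhibitor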
# mABHD4 FP – inhibits mouse alpha/beta hydrolase domain 4 | hit rate 0.54% among 370,000 | purified mABHD4, FP-Rh probe fluorescence polarization | inhibition, % at 8.92 µM | Q8VD66;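 active = inhibition exceeding the mean over every tested compound plus 3 SD, cut at about 30% in these data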;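 also: 0% = plate median of compound wells and 100% = S159A mutant with DMSO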
#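 Doses – 8.92 µM, single dose · Material – wild-type mouse ABHD4 protein · Replication – single well per compound (singlicate) · Measure – percent inhibition of probe binding, normalized to plate controls · Schedule – 45 min compound pre-incubation plus 60 min probe step, 25 °C · Detection – fluorescence polarization with parallel and perpendicular emission, 525/598 nm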
# PRMT1 FP inh – PRMT1 (human) inhibition, primary screen; Q99873; recombinant PRMT1, activity-based probe fluorescence polarization; inhibition, % at 2.79 µM; hit rate 1.3% among 370,000;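 active = inhibition above about 21% made by adding two undisclosed values, limit read from the data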
# PG9 binder – small molecules binding HIV-1 gp120 antibody PG9; TR-FRET gp120-PG9 antibody binding; inhibition, % at 6.7 µM; hit rate 0.43% among 360,000; AID 624416; in the data active = inhibition above about 8.5%
# SIAE inh – human SIAE inhibition, primary screen | Q9HAT2 | inhibition, % at 9.66 µM | SIAE FP-Rh probe binding, fluorescence polarization | AID 1053197 | hit rate 0.69% among 370,000;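 active = inhibition above a cutoff: mean of compounds within the control limits plus 3 SD of those, cut at about 17% in these data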;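 also: 0% = plate median of compound wells and 100% = probe without SIAE protein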
# Target sequence (Q9HAT2 whole entry, looked up): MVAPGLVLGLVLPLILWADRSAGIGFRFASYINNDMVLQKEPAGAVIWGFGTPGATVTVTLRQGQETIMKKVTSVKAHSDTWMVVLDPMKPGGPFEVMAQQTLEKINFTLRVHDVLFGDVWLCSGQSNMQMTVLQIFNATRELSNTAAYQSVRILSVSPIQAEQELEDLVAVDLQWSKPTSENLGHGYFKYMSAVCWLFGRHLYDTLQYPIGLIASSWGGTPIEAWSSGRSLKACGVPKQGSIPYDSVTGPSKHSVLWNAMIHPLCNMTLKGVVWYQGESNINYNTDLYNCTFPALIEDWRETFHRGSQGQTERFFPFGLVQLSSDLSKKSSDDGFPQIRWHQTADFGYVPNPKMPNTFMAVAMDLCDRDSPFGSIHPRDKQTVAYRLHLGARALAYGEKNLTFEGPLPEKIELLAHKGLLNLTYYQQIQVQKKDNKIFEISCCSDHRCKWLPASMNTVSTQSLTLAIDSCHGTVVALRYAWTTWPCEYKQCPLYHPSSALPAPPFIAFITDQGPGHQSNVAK
# HTRA1 inhibitor – blocks human HTRA1 serine peptidase; recombinant HTRA1, FP-rhodamine activity-based probe, fluorescence polarization; inhibition, % at 5.96 µM; Q92743; AID 504803; hit rate 0.5% among 340,000; in the data active = inhibition above about 36%;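 also: 0% = enzyme with DMSO and 100% = wells lacking enzyme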
# LEDGF integ inh – blocks HIV-1 LEDGF/p75-dependent DNA integration; TR-FRET IN-LEDGF/p75 DNA integration, Eu/Cy5; inhibition, % at 3.7 µM; hit rate 0.64% among 370,000;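 active = inhibition above the screen-wide mean plus 3 SD, cut at about 13% in these data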;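 also: signal is the Cy5 over europium emission ratio at 671 and 618 nm; 0% = plate median of compound wells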
# Tn7 DDE FP – disrupts Tn7 cyclic peptide binding to fibrin D-Dimer-E complex; FP displacement of FITC-Tn7 peptide from fibrin DD(E); 0% = median of compound wells per plate; hit rate 0.13% among 370,000; P02675; AID 720508; inhibition, % at 8.3 µM;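 active = inhibition above the mean of compounds falling within the control limits plus 3 SD of them, cut at about 14% in these data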;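 also: 0% = plate median of compound wells and 100% = 10 µM Aha-Tn7 peptide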
# Target sequence (P02675 whole entry, looked up): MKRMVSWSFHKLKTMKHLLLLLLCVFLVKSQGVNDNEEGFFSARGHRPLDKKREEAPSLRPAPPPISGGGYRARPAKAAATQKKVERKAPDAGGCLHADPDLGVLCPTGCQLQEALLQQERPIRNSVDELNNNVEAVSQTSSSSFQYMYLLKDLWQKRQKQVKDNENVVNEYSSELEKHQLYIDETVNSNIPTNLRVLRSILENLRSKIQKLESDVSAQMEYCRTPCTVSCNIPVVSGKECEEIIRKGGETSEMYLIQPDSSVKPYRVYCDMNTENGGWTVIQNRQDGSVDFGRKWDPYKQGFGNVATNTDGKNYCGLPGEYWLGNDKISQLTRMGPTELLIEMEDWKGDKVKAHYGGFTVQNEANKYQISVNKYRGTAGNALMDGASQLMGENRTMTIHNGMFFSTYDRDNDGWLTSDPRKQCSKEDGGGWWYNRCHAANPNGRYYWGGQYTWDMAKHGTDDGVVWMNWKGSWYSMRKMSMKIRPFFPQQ
#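 assay system = human clot-derived fibrin DD(E) complex | quantity = Fibrin-DD(E) at 2 µM final | timing = 10 min preincubation, 3 h with tracer, room temperature | signal = fluorescence polarization | measure = percent inhibition | benchmarks = high control wells with 10 µM unlabelled Aha-Tn7 peptide (full inhibition) | replicates = singlicate testing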
# TCR-CD3 inh – inhibitors of human TCR-CD3 interaction. TAMRA-labeled TCR probe fluorescence, biochemical. inhibition, % at 9.4 µM. hit rate 0.37% among 360,000. AID 651800; in the data active = inhibition above about 19%;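 also: recombinant mutant TCR 2C K166C tagged with TAMRA read by polarization; 0% = receptor in buffer alone and 100% = receptor with positive control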
# Starred values were filed as active, the others as inactive; · = no result given.
# The first four compounds, ahead of the listing:
SMILES,TDP2 inh,UHRF1 binding,mABHD4 FP,PRMT1 FP inh,PG9 binder,SIAE inh,HTRA1 inhibitor,LEDGF integ inh,Tn7 DDE FP,TCR-CD3 inh
C[C@@H]1C(c2ccc(F)cc2)=NN(c2ccc(Br)cc2)[C@H]1C(=O)N1CCOC1=O,-8,4,-3,4,0.5,6,4,0,3,-3
COc1ccc(NC(=O)[C@H](CCS(C)(=O)=O)N2Cc3ccccc3C2=O)c(OC)c1,3,-2,0,-4,-1.2,15,12,0,-2,0
COC(=O)c1c(NC(=O)CSc2nnc3ccccn23)sc2c1CCC2,-17,-2,-3,0,-3.2,5,-8,1,-10,-1
COc1ccc(-c2csc(NC(=O)CN3C(=O)C4CCCCC4C3=O)n2)c(OC)c1 (stereo not given),1,-1,4,2,0.2,4,-8,-2,0,-7

# Results, from the start:
SMILES,TDP2 inh,UHRF1 binding,mABHD4 FP,PRMT1 FP inh,PG9 binder,SIAE inh,HTRA1 inhibitor,LEDGF integ inh,Tn7 DDE FP,TCR-CD3 inh
C[C@@H]1C(c2ccc(F)cc2)=NN(c2ccc(Br)cc2)[C@H]1C(=O)N1CCOC1=O,-8,4,-3,4,0.5,6,4,0,3,-3
COc1ccc(NC(=O)[C@H](CCS(C)(=O)=O)N2Cc3ccccc3C2=O)c(OC)c1,3,-2,0,-4,-1.2,15,12,0,-2,0
COC(=O)c1c(NC(=O)CSc2nnc3ccccn23)sc2c1CCC2,-17,-2,-3,0,-3.2,5,-8,1,-10,-1
COc1ccc(-c2csc(NC(=O)CN3C(=O)C4CCCCC4C3=O)n2)c(OC)c1 (stereo not given),1,-1,4,2,0.2,4,-8,-2,0,-7
O=C(c1cn(-c2ccccc2)nc1-c1cccnc1)N1CCCC(C(F)(F)F)C1 (stereo not given),13,-3,-1,-2,-1.7,0,2,3,0,10
O=C(CSc1nnc(-c2ccccc2F)n1C1CCCCC1)N1CCCC1,4,-1,4,1,1.5,1,-1,4,-2,-1
O=c1[nH]cc(S(=O)(=O)N2CCOCC2)c(=O)[nH]1,8,-1,-2,0,-0.6,-3,2,-3,-4,-4
COc1ccc(-c2nn(-c3ccccc3)cc2C(=O)Nc2cccc(S(=O)(=O)NC3=NCCC3)c2)cc1,5,0,-83,0,0.5,-84,-84,2,3,3
COc1ccc(Cn2c(=O)[nH]c3cc(C(=O)NCCCN4CCCCC4)ccc3c2=O)cc1,2,5,-6,3,1.9,-9,1,-3,-1,-6
COc1ccc(CCNC(=O)CN2C(=O)NC3(CCc4ccccc43)C2=O)cc1 (stereo not given),6,0,-4,3,0.4,2,17,-5,8,-2
COc1ccccc1CCNC(=O)CCCn1nc(C)c2c(C)n(-c3ccc(C)cc3)nc2c1=O,0,2,-4,-1,-2.4,-3,11,3,2,7
CC(=O)Nc1ccc(S(=O)(=O)Oc2ccc(C=O)cc2)cc1,-2,-3,-3,1,-1.3,0,-8,1,-3,6
CC1(CCc2ccccc2)NC(=S)N(c2ccc(Cl)cc2)N1 (stereo not given),-6,1,-18,11,0.3,0,2,-1,8,-2
COCCNC(=O)CN1C(=O)NC2(CCCc3cc(OC)ccc32)C1=O (stereo not given),-4,2,5,1,-1.0,3,-1,-2,-2,4
NC(=O)NOCc1ccccc1,3,-1,0,-3,-0.5,3,3,-1,-5,8
Cn1c(=O)c2[nH]c(SCC(=O)c3ccc(F)cc3)nc2n(C)c1=O,9,1,4,-1,-1.4,6,-4,-1,-2,0
Cc1nc(NC(=O)CCl)sc1C(=O)N(C)C,-5,2,6,3,1.6,-1,12,-6,-3,-3
O=C(O)c1ccc(C2Nc3ccccc3C(=O)N2Cc2ccccc2)cc1 (stereo not given),5,1,-8,-3,-1.2,-1,0,2,5,12
CCOC(=O)[C@@H](NC(=O)/C=C/[C@H]1O[C@@H](n2ccc(=O)[nH]c2=O)[C@H](O)[C@@H]1O)C(C)C,-3,2,6,-3,-1.6,4,·,2,3,1
CCc1ccccc1Oc1ccc(S(=O)(=O)N2CCN(C)CC2)cn1,8,-1,-1,-2,-0.5,6,1,2,2,-2
COc1ccc2nc3n(c(=O)c2c1)-c1cc2ccccc2cc1C(=O)NC3Cc1ccccc1 (stereo not given),0,-1,-36,-3,-0.3,-31,-68,0,-2,8
COc1cc2c(cc1OC)CN(S(=O)(=O)/C=C/c1ccccc1)CC2,13,4,-5,1,0.5,0,-7,-3,-2,-2
C/C(=N\NC(N)=S)C1C2C3CC4C5CC(C42)C1C53 (stereo not given),8,-3,-2,1,0.5,6,-2,0,5,2
NC(=O)N/N=C/c1ccc2cccc(OCc3ccccc3)c2n1,3,-3,-6,-5,1.2,-8,·,1,5,1
COc1ccc(NC(=O)NCCCN2CCN(c3ccccc3F)CC2)cc1,3,-4,4,-3,-1.5,8,2,4,-4,2
Cc1cccc(C(C)C)c1NC(=O)COC(=O)Cc1ccsc1,-1,2,-2,1,-0.1,-1,5,0,-4,-5
CCOC(=O)N1CCN(CC(O)COc2ccc(C)c(C)c2)CC1 (stereo not given),6,3,-10,2,1.9,0,7,5,4,-5
Cc1cccc2cc(CN(Cc3nnnn3Cc3ccccc3)C3CCCC3)c(=O)[nH]c12,-8,-1,4,4,0.7,0,-17,2,-8,2
Cc1cc(C)c(C(=O)COC(=O)[C@H](C)Nc2ccc(C(F)(F)F)cc2[N+](=O)[O-])c(C)c1,5,0,6,0,-0.8,3,6,1,-1,3
CSc1nnc(-c2cc3c(-c4ccccc4)nn(C)c3s2)n1C,0,-2,-3,0,-1.6,-3,-10,2,6,8
COCCCNC(=S)N/N=C/c1ccc2ccccc2c1,-6,-1,2,3,-3.0,4,-4,-3,2,4
Cc1ccccc1-c1nc(CN2CCC(C(=O)NC3CCN(Cc4ccccc4)CC3)CC2)c(C)o1,0,2,4,0,0.9,4,2,-2,-1,-10
CC(=O)NC(=O)Nc1sc(=S)n(C)c1C,5,1,4,-2,-1.7,7,1,-1,-2,4
CC1CCCCN1C(=O)CN1C(=O)CN(C)C(=O)c2ccccc21 (stereo not given),7,0,1,4,0.4,-2,0,-3,0,-1
COc1cc(OC)c2nc(C)c3c(c2c1)N(c1ccc(O)cc1)CC3,11,9,10,4,-0.5,11,-1,-3,8,0
O=C(O)CCCn1cc(NC(=O)c2cccc(F)c2)cn1,7,-2,0,-4,0.4,20*,12,1,-3,4
NC(=O)c1ccccc1NC(=O)C(c1ccccc1)c1ccccc1,1,-1,-6,2,2.4,-4,-3,-2,-5,-5
Cn1c(Oc2ccc(F)cc2)c(C=O)c2ccccc21,-15,-1,-2,-2,-1.3,-4,-5,-2,-1,7
Cc1cccc(NC(=S)N(CCc2nc3cc(C)c(C)cc3[nH]2)Cc2cccnc2)c1,0,-1,-2,-6,1.6,2,-1,6,7,7
Cc1ccc(-c2cc(-c3ccccc3)[nH]c(=S)c2C#N)cc1,-8,4,6,20,1.7,3,-15,5,-7,3
O=S(=O)(NNC(=S)Nc1ccc(S(=O)(=O)Nc2ncccn2)cc1)c1ccc(Br)cc1,12,2,1,3,0.5,1,0,3,1,1
C=CCN1C(=O)CSc2ccc(C(=O)OCC)cc21,13,1,2,2,0.1,-2,-2,-4,2,3
Cc1c(C)c2cc(Cl)c(OC(C)C(=O)NCCN3CCOCC3)cc2oc1=O (stereo not given),10,1,3,-3,-2.1,4,3,2,-2,6
CC1(C)NC(=O)N(CCOCCOc2ccc3ccccc3c2Br)C1=O,-8,-1,1,1,0.2,-7,-12,0,4,-3
O=C(NCc1ccccc1)C1c2ccccc2OCC(=O)N1Cc1ccc2c(c1)OCO2 (stereo not given),3,-1,-2,-2,0.7,-1,·,4,-1,1

# 7 entries from above, ordered by molar mass, largest number first.
SMILES,TDP2 inh,UHRF1 binding,mABHD4 FP,PRMT1 FP inh,PG9 binder,SIAE inh,HTRA1 inhibitor,LEDGF integ inh,Tn7 DDE FP,TCR-CD3 inh
O=S(=O)(NNC(=S)Nc1ccc(S(=O)(=O)Nc2ncccn2)cc1)c1ccc(Br)cc1,12,2,1,3,0.5,1,0,3,1,1
COc1ccc(Cn2c(=O)[nH]c3cc(C(=O)NCCCN4CCCCC4)ccc3c2=O)cc1,2,5,-6,3,1.9,-9,1,-3,-1,-6
C[C@@H]1C(c2ccc(F)cc2)=NN(c2ccc(Br)cc2)[C@H]1C(=O)N1CCOC1=O,-8,4,-3,4,0.5,6,4,0,3,-3
Cc1cccc2cc(CN(Cc3nnnn3Cc3ccccc3)C3CCCC3)c(=O)[nH]c12,-8,-1,4,4,0.7,0,-17,2,-8,2
CCc1ccccc1Oc1ccc(S(=O)(=O)N2CCN(C)CC2)cn1,8,-1,-1,-2,-0.5,6,1,2,2,-2
COc1cc2c(cc1OC)CN(S(=O)(=O)/C=C/c1ccccc1)CC2,13,4,-5,1,0.5,0,-7,-3,-2,-2
O=C(O)c1ccc(C2Nc3ccccc3C(=O)N2Cc2ccccc2)cc1 (stereo not given),5,1,-8,-3,-1.2,-1,0,2,5,12

# Additional entries
SMILES,TDP2 inh,UHRF1 binding,mABHD4 FP,PRMT1 FP inh,PG9 binder,SIAE inh,HTRA1 inhibitor,LEDGF integ inh,Tn7 DDE FP,TCR-CD3 inh
C=C(C)C#CC(Cc1ccccc1)N(CC1CC1)/C(N)=N/C(=O)OCc1ccccc1 (stereo not given),4,-3,-2,-3,·,8,·,2,2,·
O=C(COc1ccc(F)cc1)Nc1nc(-c2cccnc2)cs1,0,-1,4,-1,-0.3,1,-3,-1,1,10
Cc1cc2ccccc2n1CCNC(=O)C1CCCCC1,-4,-3,12,-2,11*,-6,36*,4,-8,16
CC(C)c1nc(C(=O)N2CCc3c([nH]c4ccccc34)C2c2ccccn2)cs1 (stereo not given),-4,-1,-6,2,-1.4,2,·,0,4,6
O=C1CCC(C(=O)N(CCO)Cc2ccccc2)CN1CC1CCCCC1 (stereo not given),-11,-2,8,-2,-1.6,-4,2,-4,9,2
CCCCNC(=O)c1cc2n(n1)C(C(F)(F)F)CC(c1ccccc1)N2 (stereo not given),-4,-1,-6,-2,-0.6,0,-16,-1,5,5
CN(C(=O)COC(=O)c1ccccc1C(=O)c1ccccc1)c1ccccc1,4,-1,5,1,-0.5,4,0,-2,6,-3

# Compounds were not picked by outcome; 4.2% or so of the library scored in one or more.
